Source: PubChem BioAssay
GC-B act – GC-B (human) receptor activation | P20594 | HEK293-GC-B cells, CNP EC30, cGMP TR-FRET; 0% at EC30 CNP, 100% saturating CNP | activation, % at 10 µM | 370,000 tested, 0.11% active;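 active = activation at 10 µM reaching about 35% in either raw or pattern-adjusted values, limit read from the data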
GAA850 FXN act – frataxin GAA850 promoter activation; 360,000 tested, 0.56% active; HEK293 lucGAA850 FXN promoter luciferase reporter, 24 h; percent of 10 µM SAHA response; activation, % at 6 µM;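 active = activation above the average of all compounds screened plus 3 SD, cutoff fixed separately per campaign, cut at about 7.5% in these data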;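 also: 0% = DMSO wells and 100% = 10 µM SAHA wells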
NPR1 activator – GC-A (human) enzyme activation. HEK293 GC-A cells, cGMP TR-FRET, EC30 ANP; 0% at EC30 ANP, 100% saturating ANP. 370,000 tested, 0.14% active. P16066. AID 1671463. activation, % at 10 µM; in the data active = activation above about 40%
* hit, by the source's call; . = no result given. These rows are one share of the data (hit frequency here may not be typical).

SMILES	GC-B act	GAA850 FXN act	NPR1 activator
COc1ccc(C(C)=O)cc1CN1CC=C(c2ccccc2)CC1	.	0.1	.
COC(=O)C1=C(c2ccc3ccccc3c2)C[C@@H]2CC[C@H]1N2C(=O)NC1CCCCC1	.	1.1	.
CC(=O)O[C@H]1[C@H]2O[C@]23[C@@H]2CC[C@]4(O)C[C@@H](O)CC[C@]4(C)C2CC[C@]3(C)[C@H]1c1ccc(=O)oc1 (stereo partly specified)	.	-13	.
COc1ccc2c(c1OC)CN1CCc3cc4c(cc3[C@H]1C2)OCO4	.	0.8	.
O=C1NC(=O)C(=Cc2cn(CCOc3ccc4c(c3)OCO4)c3ccccc23)C(=O)N1	.	1.4	.
C[C@@H]1CC[C@@]2(NC1)O[C@H]1C[C@H]3[C@@H]4CC=C5C[C@@H](O)CC[C@]5(C)[C@H]4CC[C@]3(C)[C@H]1[C@@H]2C	.	1.6	.
O=C1NC(=O)C(=Cc2ccc(Oc3ccc([N+](=O)[O-])cc3)cc2)C(=O)N1	.	0.6	.
C=C(C=O)CC1CC(O)[C@]2(C)OC3CC4OC5C[C@]6(C)O[C@]7(C)CCC8OC9C[C@]%10(C)OC%11C(C)=CC(=O)OC%11CC%10OC9C[C@@H](C)C8OC7CC6O[C@]5(C)CC5OC5C4OC3CC2O1 (stereo partly specified)	.	-0.4	.
COC(=O)C1=C(c2ccc(Cl)c(C(F)(F)F)c2)C[C@@H]2CC[C@H]1N2C(=O)NCCCOC(C)C	.	-1.5	.
CCOc1ccc(N2C(=O)NC(=O)/C(=C\c3cc(OC)c(OC)cc3[N+](=O)[O-])C2=O)cc1	.	1.0	.
O=C(Cn1ncc2c3ccccc3n(Cc3ccc(F)cc3)c2c1=O)N1CCC2(CC1)OCCO2	.	-1.4	.
COc1cc(/C=C(/C)[N+](=O)[O-])ccc1OCc1ccccc1Cl	.	-2.1	.

An excerpt from above with just GAA850 FXN act and GC-B act:
mol	GAA850 FXN act	GC-B act
CC(=O)O[C@H]1[C@H]2O[C@]23[C@@H]2CC[C@]4(O)C[C@@H](O)CC[C@]4(C)C2CC[C@]3(C)[C@H]1c1ccc(=O)oc1 (stereo partly specified)	-13	.
COc1ccc2c(c1OC)CN1CCc3cc4c(cc3[C@H]1C2)OCO4	0.8	.
O=C1NC(=O)C(=Cc2cn(CCOc3ccc4c(c3)OCO4)c3ccccc23)C(=O)N1	1.4	.
C[C@@H]1CC[C@@]2(NC1)O[C@H]1C[C@H]3[C@@H]4CC=C5C[C@@H](O)CC[C@]5(C)[C@H]4CC[C@]3(C)[C@H]1[C@@H]2C	1.6	.

Next section:
SMILES	GC-B act	GAA850 FXN act	NPR1 activator
CCN(CC)c1ccc(/C=C2\C(=O)NC(=S)N(c3ccc(OC)cc3OC)C2=O)o1	.	0.1	.
CC1=CC(O)C(O)C2(C)C1CC1OC(=O)CC3C(C)C(O)C(=O)C2C13CO (stereo unspecified)	.	-1.7	.
COC(=O)C1=C(c2ccc(F)cc2F)C[C@@H]2CC[C@H]1N2C(=O)NCCNC(C)=O	.	-0.1	.
CCC(C)/C=C(C)/C=C/C1=CC2=C(Cl)C(=O)C(C)(OC(C)=O)C(=O)C2=CO1 (stereo unspecified)	.	1.5	.
COC[C@]12CN(C)C3C4[C@H](OC)[C@H]1C3([C@@H](OC)C[C@H]2O)[C@@H]1C[C@@]2(O)[C@H](OC(=O)c3ccccc3)[C@@H]1[C@]4(OC(C)=O)[C@@H](O)[C@@H]2OC	.	1.4	.
C[C@H]1CCC/C=C/C2C[C@H](O)CC2[C@H](O)/C=C/C(=O)O1 (stereo partly specified)	.	-9.0	.
C=CCc1cc(C=C2C(=O)NC(=O)NC2=O)cc(OC)c1OCc1ccc(C(=O)O)cc1	.	0.7	.
Cc1[nH]nc2ccc(-c3cncc(OC[C@@H](N)Cc4c[nH]c5ccccc45)c3)cc12	.	-14	.
CC1=CC(O)C(O)C2(C)C1CC1OC(=O)C(O)C3C(C)C(O)C4(O)OCC13C42 (stereo unspecified)	.	-1.0	.
Cc1cc([N+](=O)[O-])c2ccccc2[n+]1[O-]	.	-12	.
O=C1NC(=S)NC(=O)C1=Cc1ccc2c(c1)CCN2CCCCl	.	0.9	.
CCN(CC)c1ccc(/C=N/c2sc3c(c2C#N)C2CCN3CC2)c(O)c1	.	0.5	.
CC[C@H]1CC2CN3CCc4c([nH]c5ccccc45)C(C(=O)OC)(C2)C13 (stereo partly specified)	.	-1.7	.
C/C1=C\[C@@H](C)C/C=C/[C@H]2[C@@H]3O[C@]3(C)[C@@H](C)[C@H]3[C@H](Cc4c[nH]c5ccccc45)NC(=O)[C@]32C(=O)/C=C/C(=O)[C@@H]1O	.	8.8*	.
CCN1CC2(COC(=O)c3ccccc3N)CCC(OC)C34C5CC6C(OC)CC(O)(C5C6OC)C(O)(C(OC)C23)C14 (stereo unspecified)	.	0.7	.
CCOc1ccc(-n2c(O)c(C=NCCN3CCNCC3)c(=O)[nH]c2=O)cc1	.	-0.9	.
COC(=O)C1=C(c2ccc(C(C)=O)cc2)C[C@@H]2CC[C@H]1N2C(=O)NCc1ccc(C(F)(F)F)cc1	.	0.7	.
COC(=O)C1=C(c2ccc(F)cc2OCc2ccccc2)C[C@@H]2CC[C@H]1N2C(=O)NCCO	.	-0.1	.
Oc1c(Br)c(Br)c(Br)c(Br)c1Br	.	-1.2	.
NC(=O)c1c(NC(=O)c2ccc(S(=O)(=O)N(CCCl)CCCl)cc2)sc2c1CCCCC2	.	1.0	.
c1ccc2c(c1)Nc1ccccc1S2	.	2.4	.
C=CCC1(CN2CCCC2=O)C(=O)NC(=O)NC1=O	.	1.9	.
COC(=O)C1=C(c2ccc(F)cc2F)C[C@@H]2CC[C@H]1N2C(=O)NCCOc1ccccc1Cl	.	-1.9	.
CC(Cc1ccccc1)N1Cc2ccccc2C1 (stereo unspecified)	.	1.0	.
C=C(COC(=O)CCC(=O)O)CC1CC(O)[C@]2(C)OC3CC4OC5C[C@]6(C)O[C@]7(C)CCC8OC9C[C@]%10(C)OC%11C(C)=CC(=O)OC%11CC%10OC9C[C@@H](C)C8OC7CC6O[C@]5(C)C/C=C\C4OC3CC2O1 (stereo partly specified)	.	0.9	.
O=C1NC(=O)N(Cc2ccco2)C(=O)/C1=C/c1ccc(-c2cccc([N+](=O)[O-])c2)o1	.	2.6	.
c1cc2c(cc1CN1CCNCC1)OCO2	.	-0.9	.
CCCNC(=O)N1[C@H]2CC[C@@H]1C(C(=O)OC)=C(c1ccc3ccccc3c1)C2	.	-3.2	.
Cc1ccc(-c2cc(-c3ccc(C)cc3)[n+](-c3ccccc3)c(-c3ccc(C)cc3)c2)cc1	.	-14	.
CCCCCCCCCCOC(=O)CCN1CC1	.	0.0	.
O=C(Cn1ncc2ccsc2c1=O)N1CCC2(CC1)OCCO2	-2	2.1	-2
O=C1/C(=C\c2ccc3c(c2)OCO3)N2CCC1CC2	1	-3.4	6
CC(C)(C)c1nc(N2CCN(C(=O)c3ccco3)CC2)c2nnn(Cc3ccccc3Cl)c2n1	2	1.3	-1

4 of these compounds in another layout.
> CC(C)(C)c1nc(N2CCN(C(=O)c3ccco3)CC2)c2nnn(Cc3ccccc3Cl)c2n1
- GC-B act: 2
- GAA850 FXN act: 1.3
- NPR1 activator: -1

> O=C1NC(=O)N(Cc2ccco2)C(=O)/C1=C/c1ccc(-c2cccc([N+](=O)[O-])c2)o1
- GC-B act: .
- GAA850 FXN act: 2.6
- NPR1 activator: .

> c1cc2c(cc1CN1CCNCC1)OCO2
- GC-B act: .
- GAA850 FXN act: -0.9
- NPR1 activator: .

> O=C(Cn1ncc2ccsc2c1=O)N1CCC2(CC1)OCCO2
- GC-B act: -2
- GAA850 FXN act: 2.1
- NPR1 activator: -2

Some of the entries so far, in CSV form.
structure,GC-B act,GAA850 FXN act,NPR1 activator
CCCCCCCCCCOC(=O)CCN1CC1,.,0.0,.
C[C@H]1CCC/C=C/C2C[C@H](O)CC2[C@H](O)/C=C/C(=O)O1 (stereo partly specified),.,-9.0,.
NC(=O)c1c(NC(=O)c2ccc(S(=O)(=O)N(CCCl)CCCl)cc2)sc2c1CCCCC2,.,1.0,.
c1cc2c(cc1CN1CCNCC1)OCO2,.,-0.9,.
